# Compound activity from PubChem BioAssay.
# HTR5A ag ctr: activates human HTR5A in OPRM1-OPRD1 agonist counter-screen | P47898 | HTR5A agonist assay, luminescence, cell-based | AID 504692 | activation, % at 9.3 µM | actives 0.61% (n = 340,000); in the data active = activation mostly above about 9.5%, no sharp cut-off; inactive = mostly below about 7.6%;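 note: 0% = cells with vehicle only and 100% = reference agonist; strong numbers were not always called active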
# Target sequence (P47898 whole entry, looked up): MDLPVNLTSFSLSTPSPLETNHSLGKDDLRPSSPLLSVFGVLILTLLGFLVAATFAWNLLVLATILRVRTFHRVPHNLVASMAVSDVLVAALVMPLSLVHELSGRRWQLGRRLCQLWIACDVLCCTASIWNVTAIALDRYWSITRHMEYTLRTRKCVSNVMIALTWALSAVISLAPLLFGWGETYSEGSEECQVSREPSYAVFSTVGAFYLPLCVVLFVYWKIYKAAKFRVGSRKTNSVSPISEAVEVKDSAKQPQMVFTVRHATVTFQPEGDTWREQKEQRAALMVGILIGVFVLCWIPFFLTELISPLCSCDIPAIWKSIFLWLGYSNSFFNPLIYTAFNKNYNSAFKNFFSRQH
# SUMO Mot1 rescue: blocks SUMOylation pathway, rescuing yeast Mot1-301 growth. S. cerevisiae Mot1-301 growth rescue, ATP luminescence, 38.5C; percent above DMSO median, 100 means doubled. growth rescue, % at 18.8 µM. actives 1% (n = 320,000);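 active = every valid replicate shows activation above 250% relative to neutral control wells; inactive = the rest, any valid replicate at or below 250%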;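 note: OY570 slx delta 5 strain wells were the positive control but not used for scaling; some compounds called inactive have numbers as strong as hits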
# AddAB inh: less growth of phage-infected E. coli with AddAB | E. coli expressing H. pylori AddAB, absorbance growth | inhibition, % at 11.9 µM | actives 0.29% (n = 330,000) | AID 435030; in the data active = inhibition above about 12%;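 note: 0% = vehicle wells of infected cells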
# E coli growth: bacterial growth inhibition, counter-screen for AddAB inhibitors | actives 0.27% (n = 330,000) | E. coli V3065 growth, OD600 absorbance, 18 h | inhibition, % at 11.9 µM;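 active = inhibition above the campaign's mean inhibition across all tested compounds plus 3 SD, cut at about 9.9% in these data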;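 note: uninfected addAB+ strain grown without phage in ampicillin broth; 0% = DMSO wells and 100% = ciprofloxacin 0.95 µg/ml wells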
# Pemphigus Ab inh: inhibitors of pemphigus antibody binding to human desmoglein-3; P32926; DSG3-coupled beads, scFv-anti-DSG3-GFP binding, flow cytometry; hits give low values; binding (percent of control), % at 10 µM; actives 0.48% (n = 310,000); AID 588358;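 active = binding more than 3 SD below its plate's average and above zero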;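 note: hits lower antibody fragment binding to DSG3; some compounds called inactive have numbers as strong as hits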
# PKA-R1A activ: activates the PKA-R1A holoenzyme complex. AID 504707. activation, % at 11.4 µM. P00514+P68181. PKA-R1A dissociation, Cy5-IP20 fluorescence polarization; scaled: DMSO 0%, 113 µM cGMP 100%. actives 0.083% (n = 340,000);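 active = percent activation above the mean of all tested compounds plus 3 SD, cut at about 19% in these data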;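 note: higher means more PKAc released from R1A so a rise in polarization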
# OPRM1-OPRD1 inv: inverse agonists of human mu-delta opioid receptor heterodimerization; actives 0.21% (n = 340,000); P35372+P41143; cell-based MOR-DOR heterodimer luminescence, inverse agonism; inhibition, % at 9.3 µM; in the data active = inhibition above about 22%, passing the limit was not always enough;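 note: 0% = cells with DMSO and 100% = wells without cells with DMSO; values of inactives mirror those of a sister screen read the other way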
# MOR-DOR ag: agonists of human mu-delta opioid receptor heterodimerization. cells, OPRM1-OPRD1 heterodimerization, luminescence. activation, % at 9.3 µM. actives 0.3% (n = 340,000); in the data active = activation above about 18%;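 note: 0% = vehicle-treated cells and 100% = reference agonist; values of inactives mirror those of a sister screen read the other way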
# PfHsp90 yeast 2: growth inhibition of yeast expressing Plasmodium Hsp90; S. cerevisiae expressing PfHsp90, BacTiter-Glo ATP, 48 h; yeast lacking PDR1 and PDR3 efflux regulators; inhibition, % at 9.4 µM; actives 0.32% (n = 310,000);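 active = every replicate shows inhibition above about 80%, whatever the replicate mean, limit read from the data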;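 note: 0% = DMSO neutral controls and 100% = 20 µM radicicol positive controls; yeast relying on Plasmodium falciparum Hsp90 in place of its own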
# phage Ecoli inh: E. coli growth loss with phage present; actives 0.26% (n = 360,000); growth absorbance; inhibition, % at 11.9 µM; in the data active = inhibition above about 11%
# HTR5A inv ctr: HTR5A inverse agonism, opioid heterodimer counter-screen; P47898; AID 504634; actives 0.083% (n = 340,000); HTR5A cell line, luminescence; inhibition, % at 9.3 µM; in the data active = inhibition mostly above about 23%, no sharp cut-off; inactive = mostly below about 18%;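 note: 0% = cells with DMSO and 100% = no-cell wells with DMSO; some compounds called inactive have numbers as strong as hits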
# * marks the source's active call; other numbers are inactive results; . = not tested or not shown.
SMILES,HTR5A ag ctr,SUMO Mot1 rescue,AddAB inh,E coli growth,Pemphigus Ab inh,PKA-R1A activ,OPRM1-OPRD1 inv,MOR-DOR ag,PfHsp90 yeast 2,phage Ecoli inh,HTR5A inv ctr
CC(=O)C1(O)CCC2C3CC(C)C4=CC(=O)C=CC4(C)C3(F)C(O)CC21C (configuration not stated),0,.,.,.,95,4,12,-2.8,-8,-3.7,1
COc1cccc(C(=O)Nc2cc3c(cc2Br)OCCCO3)c1,0,367,2.9,0.3,111,10,0,0.0,2,3.8,-1
CCOc1ccc2nc(NC(=O)C3=NN(c4ccccc4)C(=O)CC3)sc2c1,1,4,-0.2,3.4,95,-12,13,-2.3,10,3.8,-1
Cc1oc(-c2cccc(F)c2)nc1CN1CCCCC1CCn1cccn1 (configuration not stated),1,-14,0.6,-0.9,115,7,4,-0.6,-6,3.2,1
Cc1cc(/C=C\c2nc(O)c([N+](=O)[O-])c(=O)[nH]2)c(C)n1-c1ccccc1,-4,185,4.6,0.3,101,-11,-194,34*,1,5.0,13
CCSC1(SCC)N=C(N)C2(C#N)C(c3ccccc3)NC(C)=C(C)C12C#N (configuration not stated),0,.,.,.,105,-8,5,-0.9,18,3.4,16
O=C(Cc1nn[nH]n1)Nc1ccc(F)cc1F,.,-2,1.2,-0.3,98,.,.,.,6,4.0,.
CC(Sc1nnc(CN2CCCC2)n1Cc1ccccc1)C(=O)Nc1ccc(F)cc1Cl (configuration not stated),-2,.,.,.,111,12,5,-1.0,-14,0.4,6
COc1cc(/C=C/C(=O)OCC(=O)N2CC(=O)Nc3ccccc32)ccc1O,-4,-33,2.8,2.5,108,-13,6,-1.1,-18,-1.7,0
CC(C1CC1)N(Cc1ccccc1)C(=O)NC(=O)c1ccc(F)cc1 (configuration not stated),-2,-12,2.2,0.6,78,-2,6,-1.2,11,2.0,6
COC(=O)c1sc(NC(=O)CSc2nnnn2-c2ccc(C)cc2C)nc1C,12,581,1.1,-0.5,102,-5,6,-1.1,7,2.9,-35
O=C1Nc2ccccc2C12Nc1ccccc1-c1nc3ccccc3n12 (configuration not stated),.,-13,2.6,-0.6,.,-5,.,.,2,0.2,.
CN1CCN(S(=O)(=O)c2cccc(C#N)c2)C(c2ccccc2)C1 (configuration not stated),-2,.,.,.,96,2,-7,1.1,12,1.2,-6
O=c1cc(N2CCOCC2)[nH]c(=O)n1-c1ccc(Br)cc1,-2,-4,0.0,-1.9,98,-19,14,-2.5,-12,1.1,4
COc1cc(C2OCC3C(c4cc(OC)c(OC)c(OC)c4)OCC23)cc(OC)c1OC (configuration not stated),0,-8,2.5,-3.7,.,-3,15,-3.0,8,1.6,-3
O=C(O)CCC(=O)N1CCC(C(=O)c2cccc(Cl)c2)CC1,0,-2,0.4,0.9,107,-7,2,-0.4,-4,3.4,8
CCc1cccc(OCC(=O)Nc2ccc(S(=O)(=O)N3CCCC3)cc2)c1,-2,-1,2.8,1.1,.,-8,-5,1.0,-11,5.8,22
NC(=O)c1ccc(NC(=O)COC(=O)CCCN2C(=O)c3cccc4cccc(c34)C2=O)cc1,-1,3,-0.8,-0.4,84,-14,18,-2.9,-8,2.6,-10
O=C(Nc1ccccc1)c1ccccc1CC[N+](=O)[O-],2,-18,3.8,-2.8,104,11,-2,0.5,9,1.7,-1
O=C(NCN1CCN(c2ccccc2)CC1)c1cnccn1,5,133,1.3,1.5,99,-1,16,-3.5,-14,1.3,-17
CC(=O)c1ccc(OCC(O)CN2CCN(CC(O)COc3ccc(C(C)=O)cc3)CC2)cc1 (configuration not stated),9,.,-0.8,-1.1,115,-5,4,-0.8,-8,-1.5,-4
Cn1c(/C(C#N)=C(\O)c2ccc(S(=O)(=O)N3CCCCC3)cc2)nc2ccccc21,0,-11,-1.1,-2.2,121,0,-10,1.8,.,2.0,7
Cc1ccc(S(=O)(=O)c2nc(Nc3ccccc3C#N)sc2Cl)cc1,-1,-17,-1.7,-1.6,97,-1,-18,3.4,-10,0.6,-1
Cc1onc(-c2ccccc2)c1C(=O)Nc1nc2c(s1)C(=O)CC(C)(C)C2,9,3,0.7,-3.3,.,-12,7,-1.2,-26,0.8,-7
COc1ccc(CN2C(=O)CCC2(C)C(=O)NC2CCCC2)c(OC)c1 (configuration not stated),-4,-14,-0.1,-0.3,96,6,5,-0.8,-5,-0.3,13
SMILES,HTR5A ag ctr,SUMO Mot1 rescue,AddAB inh,E coli growth,Pemphigus Ab inh,PKA-R1A activ,OPRM1-OPRD1 inv,MOR-DOR ag,PfHsp90 yeast 2,phage Ecoli inh,HTR5A inv ctr
Cc1nn(-c2ccccc2)c(Cl)c1C(=O)Nc1ccccc1,-2,141,-0.2,-1.4,103,-6,4,-0.8,.,4.2,5
Cc1ccc(-c2nnn(CC(=O)N(c3ccccc3)C(C(=O)NCC3CCCO3)c3ccc(Cl)cc3)n2)cc1 (configuration not stated),-2,-25,1.3,-1.4,.,0,5,-0.9,-4,4.8,-9
CCCn1c(NCCO)nc2ccccc21,-4,-5,1.8,-0.2,101,-2,-7,1.1,7,3.6,10
O=C(Nc1ccccc1Cl)C1C2CCC3C(CCC21)C3(Cl)Cl (configuration not stated),4,-6,2.3,-1.3,97,-18,21,-4.0,2,3.4,-10
CCOc1cc(N2CCOCC2)c(OCC)cc1NC(=O)COC(=O)COc1cc(C)cc(C)c1,-1,-2,-1.7,-0.9,97,10,2,-0.4,.,1.7,1
Cc1cccc(C(O)C(O)c2cccc(C)n2)n1 (configuration not stated),-1,.,.,.,86,-3,16,-3.0,.,2.4,3
O=c1[nH]c(/C=C/c2cccc(Br)c2)nc2ccccc12,0,9,3.0,-0.3,116,2,-2,0.3,13,4.1,-17
O=C1CC[C@@H](OCc2ccccc2)CCN1CC[C@H](Sc1ccccc1)c1ccccc1,3,-5,0.8,-3.6,.,-8,3,-0.5,15,0.8,1
CC(=O)OCc1cc2cccc(C)c2[nH]c1=O,-3,75,2.4,-1.4,94,3,13,-2.3,22,1.8,5
O=C(CCCCn1c(=O)[nH]c2ccccc2c1=O)NCCc1c[nH]c2ccccc12,0,-12,3.5,3.8,99,0,-1,0.2,-17,1.4,1
Cc1ccccc1NC(=O)c1cc([N+](=O)[O-])ccc1NCCN1C(=O)CCC1=O,-3,-8,-1.4,1.9,106,5,1,-0.1,-13,1.0,-1
COc1ccc(OC)c(/C(O)=C/C(=O)C(=O)Nc2ccccc2OC)c1,1,16,-1.7,-0.5,.,-5,4,-0.6,-9,0.0,4
ON=C1CCCC2CCCCC12 (configuration not stated),2,.,.,.,.,-6,22,-4.6,-6,4.1,-9
COc1ccc(Cl)cc1NC(=O)CS(=O)(=O)c1cccc2nsnc12,0,9,1.9,-1.8,.,1,13,-2.3,6,2.5,10
O=C(Cn1nc(C(=O)O)c2ccccc2c1=O)NCCC1=CCCCC1,-3,-20,1.1,1.4,102,-9,1,-0.1,-5,1.9,-4
CCOC(=O)C1CCCN(C(=O)/C=C/c2ccccc2[N+](=O)[O-])C1 (configuration not stated),3,-8,3.8,-0.5,105,3,9,-1.8,7,0.0,-9
CC(C)NC1CS(=O)(=O)CC1O (configuration not stated),4,-3,-0.3,1.4,126,8,15,-2.5,3,3.8,-5
CCOC(=O)CN1C(=O)N[C@@H](c2cccs2)C(C(C)=O)=C1C,1,-3,-1.4,-0.2,98,4,5,-0.9,-5,2.1,-4
COc1ccc(C(CNC(=O)c2ccc(S(=O)(=O)N3CC(C)CC(C)C3)cc2)N(C)C)cc1 (configuration not stated),0,-22,-0.2,-2.5,92,9,5,-0.9,1,1.2,1
COc1ccc(-c2cc(C3CCN(C(=O)OC(C)(C)C)CC3)[nH]n2)cc1,0,10,-1.0,-1.4,115,2,-1,0.1,.,0.9,8
Cc1cccc(CNS(=O)(=O)c2ccc(-c3cnc(C4CC4)o3)cc2)c1,2,2,1.7,-0.1,102,-9,-25,5.0,-10,3.8,-7
COc1ccc([C@@]2(O)c3c(ccc(CC=C(C)C)c3O)NC(=O)[C@@H]2OC)cc1,-4,-2,3.2,-1.7,102,-13,1,-0.1,5,4.0,-31
CC(=O)Nc1ccc(NC(=O)c2ccc(NC(=O)c3ccccc3)cc2)cc1,-1,1,1.5,-0.2,102,-17,17,-3.0,-9,-0.6,-2
O=C(CSc1ncn[nH]1)Nc1c(F)cc(F)cc1Br,-6,-3,1.3,-0.8,99,-8,14,-2.4,.,0.1,-14
CCCCN1C(=O)/C(=C2/Sc3ccc(OC)cc3N2CC)SC1=S,-2,-8,0.8,0.9,127,-21,2,-0.4,-2,.,7
CCOc1c2ccc(C(=O)NCc3ccco3)cc2nn1CCOC,5,35,3.2,0.3,103,8,9,-1.6,9,3.0,-14
Cc1ccc(S(=O)(=O)NCC(=O)OCc2cc(=O)oc3cc(C)ccc23)cc1,0,47,1.7,-2.3,106,-1,-6,1.6,7,0.6,-4
O=C(c1ccco1)N1CCN(C(=O)c2cn(-c3ccccc3)nc2-c2ccc(F)cc2)CC1,2,.,.,.,98,2,-3,0.4,21,3.7,-7
Cc1ccc(C(=O)Nc2cccc3cccnc23)cc1C,6,11,-2.3,0.4,99,-9,15,-3.1,-6,-1.3,-21

# 2 consecutive compounds out of the list so far, quoted:
SMILES,HTR5A ag ctr,SUMO Mot1 rescue,AddAB inh,E coli growth,Pemphigus Ab inh,PKA-R1A activ,OPRM1-OPRD1 inv,MOR-DOR ag,PfHsp90 yeast 2,phage Ecoli inh,HTR5A inv ctr
Cc1nn(-c2ccccc2)c(Cl)c1C(=O)Nc1ccccc1,-2,141,-0.2,-1.4,103,-6,4,-0.8,.,4.2,5
Cc1ccc(-c2nnn(CC(=O)N(c3ccccc3)C(C(=O)NCC3CCCO3)c3ccc(Cl)cc3)n2)cc1 (configuration not stated),-2,-25,1.3,-1.4,.,0,5,-0.9,-4,4.8,-9

# Arranged by value in SUMO Mot1 rescue (largest number first): some entries from above.
canonical_smiles	SUMO Mot1 rescue	AddAB inh	Pemphigus Ab inh	PKA-R1A activ	OPRM1-OPRD1 inv	MOR-DOR ag	phage Ecoli inh
CCOc1c2ccc(C(=O)NCc3ccco3)cc2nn1CCOC	35	3.2	103	8	9	-1.6	3.0
Cc1cccc(CNS(=O)(=O)c2ccc(-c3cnc(C4CC4)o3)cc2)c1	2	1.7	102	-9	-25	5.0	3.8
CC(=O)Nc1ccc(NC(=O)c2ccc(NC(=O)c3ccccc3)cc2)cc1	1	1.5	102	-17	17	-3.0	-0.6
O=C1CC[C@@H](OCc2ccccc2)CCN1CC[C@H](Sc1ccccc1)c1ccccc1	-5	0.8	.	-8	3	-0.5	0.8
